# USP28 inh: inhibitors of human USP28 deubiquitinase; 47,000 compounds, 3% hits; inhibition, % at 25 µM; AID 1645857, 2021; Ubiquitin carboxyl-terminal hydrolase 28 (Homo sapiens), Q96RU2; purified USP28, Ub-rhodamine cleavage fluorescence, 30 min
# Target sequence (Q96RU2 whole entry, looked up): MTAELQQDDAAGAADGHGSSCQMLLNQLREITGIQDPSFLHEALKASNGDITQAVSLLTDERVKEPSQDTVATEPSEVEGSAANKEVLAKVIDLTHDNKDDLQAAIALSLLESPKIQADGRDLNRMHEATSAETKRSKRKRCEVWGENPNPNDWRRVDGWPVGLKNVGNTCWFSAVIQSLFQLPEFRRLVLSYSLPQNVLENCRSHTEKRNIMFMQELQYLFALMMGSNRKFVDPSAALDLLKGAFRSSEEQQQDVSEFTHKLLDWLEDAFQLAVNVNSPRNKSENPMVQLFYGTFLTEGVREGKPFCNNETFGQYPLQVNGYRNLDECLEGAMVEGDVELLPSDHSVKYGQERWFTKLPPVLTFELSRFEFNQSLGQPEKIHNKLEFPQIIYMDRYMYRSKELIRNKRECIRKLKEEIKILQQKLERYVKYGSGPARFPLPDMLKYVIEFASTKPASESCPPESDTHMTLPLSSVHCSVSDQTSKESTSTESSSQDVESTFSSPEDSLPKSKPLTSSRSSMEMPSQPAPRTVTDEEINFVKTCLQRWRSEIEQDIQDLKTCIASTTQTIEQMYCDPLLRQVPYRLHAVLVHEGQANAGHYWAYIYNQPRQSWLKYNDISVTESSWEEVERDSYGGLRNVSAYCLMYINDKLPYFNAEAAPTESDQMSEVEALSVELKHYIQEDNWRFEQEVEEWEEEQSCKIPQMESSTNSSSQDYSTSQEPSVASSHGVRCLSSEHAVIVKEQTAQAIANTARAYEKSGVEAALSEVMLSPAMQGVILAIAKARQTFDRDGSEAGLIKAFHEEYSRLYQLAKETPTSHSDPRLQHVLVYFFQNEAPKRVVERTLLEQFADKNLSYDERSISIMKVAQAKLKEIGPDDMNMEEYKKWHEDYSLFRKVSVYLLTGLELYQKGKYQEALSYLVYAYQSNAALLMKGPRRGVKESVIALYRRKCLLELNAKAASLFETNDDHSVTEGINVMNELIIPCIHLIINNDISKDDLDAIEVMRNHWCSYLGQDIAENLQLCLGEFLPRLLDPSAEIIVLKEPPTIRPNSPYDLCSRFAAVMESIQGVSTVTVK
# USP7 inh: inhibitors of human USP7 deubiquitinase | purified USP7, Ub-rhodamine cleavage fluorescence | Ubiquitin carboxyl-terminal hydrolase 7 (Homo sapiens), Q93009 | 47,000 compounds, 0.3% hits | inhibition, % at 20 µM | AID 1645854, 2021
# USP8 inh: inhibitors of human USP8 deubiquitinase. Ubiquitin carboxyl-terminal hydrolase 8 (Homo sapiens), P40818. purified USP8, Ub-rhodamine cleavage fluorescence, 30 min. inhibition, % at 20 µM. 47,000 compounds, 4.2% hits. AID 1645853, 2021
# USP10 block: inhibitors of human USP10 deubiquitinase. Ubiquitin carboxyl-terminal hydrolase 10 (Homo sapiens), Q14694. purified USP10, Ub-rhodamine fluorescence, 60 min. inhibition, % at 20 µM. 47,000 compounds, 1.1% hits
# USP30 block: inhibitors of human USP30 deubiquitinase. Ubiquitin carboxyl-terminal hydrolase 30 (Homo sapiens), Q70CQ3. purified USP30, Ub-rhodamine cleavage fluorescence. inhibition, % at 25 µM. 47,000 compounds, 5.3% hits. AID 1645860, 2021
# OTUD3 block: inhibitors of human OTUD3 deubiquitinase; OTU domain-containing protein 3 (Homo sapiens), Q5T2D3; purified OTUD3, Ub-rhodamine fluorescence, 2 h; inhibition, % at 25 µM; 47,000 compounds, 0.7% hits
# UCHL1 inh: inhibitors of human UCHL1 deubiquitinase | Ubiquitin carboxyl-terminal hydrolase isozyme L1 (Homo sapiens), P09936 | purified UCHL1, Ub-rhodamine cleavage fluorescence | inhibition, % at 20 µM | 47,000 compounds, 0.2% hits | AID 1645859, 2021
# USP17 block: inhibitors of human USP17 deubiquitinase. Ubiquitin carboxyl-terminal hydrolase 17-like protein 5 (Homo sapiens), A8MUK1. purified USP17, Ub-rhodamine cleavage fluorescence, 3 h. inhibition, % at 50 µM. 47,000 compounds, 6.5% hits. AID 1645855, 2021
# * hit, by the source's call; i = inactive; / = not tested or not shown. Cut-off read from the data, not from the text of the source: active = inhibition above about 30%; inactive = the rest.
USP28 inh	USP7 inh	USP8 inh	USP10 block	USP30 block	OTUD3 block	UCHL1 inh	USP17 block	Structure
5.3	-78.5	-170.5	-1.8	8.7	4.9	1.8	-33.4	CCN(CC)CCN1C(=O)C2C(C(=O)Nc3ccc(Cl)c(Cl)c3)C3C=CC2(O3)C1C(=O)NC1CCCCC1 (stereo not drawn)
7.8	3.9	-0.2	-0.4	4.5	3.2	4.1	0.5	O=C(c1ccco1)N1CCc2[nH]nc(-c3ccccc3)c2C1
-35.6	-4.4	-6.2	-9.0	-104.2	-37.6	-4.8	-27.0	NC(=O)c1ccccc1OCc1csc(-c2ccc(Cl)cc2)n1
-11.9	-4.2	-13.8	-4.3	-34.0	-13.3	-5.8	-19.8	Cn1c(CNC(=O)c2cn3ccccc3n2)nc2ccccc21
11.4	3.6	-8.2	3.0	22.0	13.7	3.1	15.7	COc1ccc(-n2c(SCC(=O)O)nc3c([nH]c4ccccc43)c2=O)cc1OC
-3.2	-2.1	-8.6	1.4	18.7	-9.6	-3.5	4.8	NCCn1nc(C2CCN(C(=O)Cc3ccccc3F)C2)c2cccnc21 (stereo not drawn)
34.8*	-63.5	29.2	18.7	71.5*	17.6	3.2	55.9*	CC1CCCCN1S(=O)(=O)c1ccc(C(=O)Nc2ccc(S(N)(=O)=O)cc2)cc1 (stereo not drawn)
-3.4	-16.3	-2.1	-0.2	-8.5	-8.4	-0.8	-4.2	Cc1ccc(C(CNC(=O)Cc2cccc(C)c2)N2CCOCC2)cc1 (stereo not drawn)
41.4*	-4.4	-4.2	2.8	5.5	-9.8	-1.4	-0.1	CCOC(=O)c1csc(NC(=O)c2ccccc2Br)n1
3.0	-147.2	-20.5	1.7	7.1	14.4	2.3	12.3	CSc1cccc(NC(=O)C2C3C=CC4(O3)C2C(=O)N(C2CCCCC2)C4C(=O)NC2CCCCC2)c1 (stereo not drawn)
-2.0	-43.1	-3.7	3.9	-16.3	-3.7	0.0	-10.9	Cc1cc(OC(C)C(=O)N2CCC3(O)CCCCC3C2)c2c(C)c(C)c(=O)oc2c1 (stereo not drawn)
9.4	0.9	21.1	-0.7	11.5	10.8	3.0	11.0	O=C(Nc1ccc(F)cc1)C1CCc2nc(N3CCOCC3)ncc2C1 (stereo not drawn)
-79.8	-14.0	-5.5	-6.3	-463.1	-88.7	-15.1	-20.8	COc1cccc(CNC(=O)Cn2cnc3nc(SC)ncc3c2=O)c1
94.2*	-32.3	0.8	-0.2	69.5*	20.4	1.0	11.4	Cc1c(-c2nnc(-c3ccccn3)o2)nnn1-c1cccc(Cl)c1
6.9	-74.6	6.1	-2.8	0.1	-2.1	1.8	-1.4	O=C(CC(c1ccc(F)cc1)N1Cc2ccccc2C1=O)NCCN1CCCC1 (stereo not drawn)
-10.7	-2.1	-30.5	-6.7	-57.6	-15.9	-4.4	-8.3	NC(=O)c1c[nH]n2c(=O)cc(C3CC(=O)N(c4cccc5ccccc45)C3)nc12 (stereo not drawn)
-19.4	-2.5	-13.9	-6.7	-27.4	-19.0	-7.8	-15.6	Cc1cc(=O)[nH]c(C2CN(Cc3ccnc(N4CCCC4)n3)CCO2)n1 (stereo not drawn)
-1.0	0.8	6.9	1.6	-4.9	-2.0	4.0	3.0	COc1ccc(-n2nc(C(=O)Nc3ccc(OC)cc3OC)cc2-c2cccnc2)cc1
21.6	-6.5	11.8	2.7	34.8*	9.6	4.4	38.7*	COc1cccc(-c2cc(C(=O)Nc3ccccc3)[nH]n2)c1
8.1	4.4	7.2	-2.3	-10.5	0.5	-1.2	17.2	Cc1ccc2cc3c(nc2c1)N(S(=O)(=O)c1ccccc1)CC3

# 5 entries drawn at random from those above:
USP28 inh	USP7 inh	USP8 inh	USP10 block	USP30 block	OTUD3 block	UCHL1 inh	USP17 block	Structure
-2.0	-43.1	-3.7	3.9	-16.3	-3.7	0.0	-10.9	Cc1cc(OC(C)C(=O)N2CCC3(O)CCCCC3C2)c2c(C)c(C)c(=O)oc2c1 (stereo not drawn)
8.1	4.4	7.2	-2.3	-10.5	0.5	-1.2	17.2	Cc1ccc2cc3c(nc2c1)N(S(=O)(=O)c1ccccc1)CC3
41.4*	-4.4	-4.2	2.8	5.5	-9.8	-1.4	-0.1	CCOC(=O)c1csc(NC(=O)c2ccccc2Br)n1
-1.0	0.8	6.9	1.6	-4.9	-2.0	4.0	3.0	COc1ccc(-n2nc(C(=O)Nc3ccc(OC)cc3OC)cc2-c2cccnc2)cc1
94.2*	-32.3	0.8	-0.2	69.5*	20.4	1.0	11.4	Cc1c(-c2nnc(-c3ccccn3)o2)nnn1-c1cccc(Cl)c1

# The listing continues.
USP28 inh	USP7 inh	USP8 inh	USP10 block	USP30 block	OTUD3 block	UCHL1 inh	USP17 block	Structure
/	-13.5	-23.7	-4.5	/	-4.7	-16.4	-95.5	CCN(CC)c1ccc2ccc(C(=O)NCCN3CCOCC3)cn12
/	-5.4	-14.0	-1.9	/	-3.4	-4.1	-46.9	CCNc1cc(N2CCCC(CCC(=O)NCc3ccccc3)C2)ncn1 (stereo not drawn)
13.6	-9.6	20.4	2.0	12.4	8.2	1.6	/	COc1ccc(CC(=O)NCC2CCCCC2)cc1S(=O)(=O)N1CCOCC1
-7.9	0.7	2.0	1.2	-3.2	-5.3	-3.0	-8.7	Cc1cc(C(=O)N2CCCCC2c2ccn[nH]2)c2c(C)noc2n1 (stereo not drawn)
5.0	4.3	-0.8	3.2	14.1	11.1	1.3	12.5	Nc1ncnc2c([C@@H]3O[C@H](CO)[C@@H](O)[C@H]3O)[nH]nc12
2.4	4.0	12.6	-5.6	-0.6	3.2	3.6	20.8	COc1ccc(-n2c(=O)c3c4c(sc3n(CC(=O)c3ccccc3)c2=O)CN(C(C)=O)CC4)c(OC)c1
-11.9	2.2	-4.8	3.9	5.4	-4.3	0.5	-0.9	CCc1ccc(S(=O)(=O)c2cnc3ccc(C)cc3c2Nc2ccccc2)cc1
1.9	6.2	20.7	2.6	15.3	15.8	2.8	11.6	CCOC(=O)c1c(NC(=O)c2ccco2)sc(Cc2ccc3c(c2)OCO3)c1C
-21.1	1.6	-15.0	-3.3	-36.9	-5.4	3.3	-12.9	COc1ccc(-c2cc(C(=O)Nc3ncc(C)s3)c3ccccc3n2)cc1OC
10.5	-58.1	21.4	0.2	23.4	8.7	1.7	10.8	COc1ccc2c(c1)CCc1c-2n[nH]c1C(=O)N1CCC(C)CC1
-12.5	0.9	-14.9	0.2	0.0	-6.1	-2.4	-2.5	O=C([C@H]1C[C@@H]2CN(Cc3ccccc3F)C[C@H]1O2)N1CCOCC1
13.9	1.1	-31.6	3.9	14.5	1.5	2.4	11.5	O=C(NCc1ccccc1Cl)c1ccc(N2C(=O)[C@@H]3Cc4ccccc4CN3C2=O)cc1
11.6	13.4	20.5	10.2	29.9	18.9	4.1	14.6	CCC1CCc2sc(C(=O)NC3CCCCCC3)cc2C1 (stereo not drawn)
-237.3	-63.9	-115.2	-7.9	i	-225.5	-49.5	-173.8	O=C1C[C@@H]2O[C@H](CNC(=O)[C@@H]3CN(CCN3C(=O)C3CCOCC3)C(=O)[C@@H]3C[C@@H](CN3Cc3ccc(F)c(F)c3)N1)[C@@H](O)[C@H]2O
7.1	1.4	-9.3	3.1	-0.1	-0.5	-1.6	12.4	CC1=C(C(=O)Nc2ccc(C)cc2C)C(c2ccccn2)n2ncnc2N1 (stereo not drawn)
-11.4	0.1	-5.7	-1.4	-6.8	-7.6	1.9	-7.6	CN1CCN(c2nc(Nc3ccc(Cl)cc3)c3nccnc3n2)CC1
-14.7	4.2	-0.6	0.0	-2.8	-4.2	1.6	-5.5	Cc1ccc(CSc2nc3c(c(N4CC(C)OC(C)C4)n2)CCCC3)cc1 (stereo not drawn)
-7.5	-3.1	-11.5	0.4	0.1	-6.0	-0.3	0.1	Cc1ccc(S(=O)(=O)N[C@@H](C)C(=O)N2CCC(C(=O)N[C@@H](Cc3ccc(O)cc3)C(=O)O)CC2)cc1
14.5	-3.0	19.5	-5.6	4.5	12.6	1.7	19.0	CCn1cc2nc(SCC(=O)NCc3ccco3)n(Cc3ccc(C)cc3)c(=O)c2n1
4.4	-0.5	-6.0	-1.3	0.1	-1.4	-1.4	0.1	NS(=O)(=O)c1ccc(CCNC(=O)CSc2ccc3c(c2)CCC3)cc1

# A few values from the results shown.
# O=C1C[C@@H]2O[C@H](CNC(=O)[C@@H]3CN(CCN3C(=O)C3CCOCC3)C(=O)[C@@H]3C[C@@H](CN3Cc3ccc(F)c(F)c3)N1)[C@@H](O)[C@H]2O @ USP7 inh = -63.9
# CCNc1cc(N2CCCC(CCC(=O)NCc3ccccc3)C2)ncn1 (stereo not drawn) @ UCHL1 inh = -4.1

# Next section
USP28 inh	USP7 inh	USP8 inh	USP10 block	USP30 block	OTUD3 block	UCHL1 inh	USP17 block	Structure
7.0	7.4	3.8	0.2	19.5	-0.1	4.5	-0.8	COc1cc2c(cc1CN1CCOC(c3cc(Nc4ccccn4)cc(C)n3)C1)OCCO2 (stereo not drawn)
7.4	3.7	12.9	-1.1	11.6	11.1	0.5	13.0	O=C(Nc1cccc(Cl)c1)NC1CCS(=O)(=O)C1 (stereo not drawn)
-6.0	-12.8	-28.0	-4.1	-23.7	-7.8	-3.7	-7.6	CCCc1nnc(NC(=O)C2CC(=O)N(CCc3ccc(F)cc3)C2)s1 (stereo not drawn)
-2.3	-1.0	1.5	0.1	-0.5	1.3	-2.6	2.1	CCn1c(SCC(=O)Nc2ccccc2Cl)nnc1C1CC1
3.9	-3.3	3.3	-5.0	31.3*	2.3	-0.9	13.5	CCOC(=O)CC(NC(=O)CCc1c(C)nc2c(c1C)c(=O)n(C)c(=O)n2C)c1ccc(C)cc1 (stereo not drawn)
-3.8	0.0	1.3	0.0	-2.3	-1.1	-0.7	0.0	CC(C)(C)OC(=O)N1CC(=O)N(CCCc2ccccc2)CC(O)C1 (stereo not drawn)
8.3	0.8	1.4	1.3	24.5	12.6	1.4	8.6	COc1ccccc1-c1ccc(N2CCN(S(C)(=O)=O)CC2)nn1
-2.3	1.1	12.3	0.4	-1.0	-6.2	-1.9	1.4	CC(=O)NC(Cc1ccccc1F)C(=O)NC1CCN(C(=O)C2CC2)CC1 (stereo not drawn)
8.8	5.7	6.1	-0.5	6.4	5.5	3.5	6.4	CC(C)C(=O)N1CCC2(CC1)NC(=O)c1ccccc12
-12.8	-0.2	7.8	-0.7	-22.8	-7.1	-0.4	-0.2	Cc1nc2cc(-c3noc(-c4sc(C)nc4C)n3)ccc2o1
-21.2	2.3	-7.9	2.7	-41.5	-3.1	-0.8	-16.9	Cc1cccc(NC(=O)c2ccc3noc(-c4ccc(F)cc4)c3c2)c1
15.5	1.6	5.5	-0.9	9.6	11.5	2.6	4.9	CNc1cc(C)nc(C2COCCN2C(=O)c2noc3c2CCCC3)n1 (stereo not drawn)
8.0	-0.2	-0.3	-1.8	-1.7	-2.1	-0.7	-5.0	COc1ccc(C(=O)C(C)OC(=O)c2ccc3ccccc3n2)cc1 (stereo not drawn)
5.3	2.3	16.4	1.4	49.9*	3.9	3.3	7.6	Cc1cc(=O)oc2cc(OC(=O)C3CCN(C(=O)c4ccc(Cl)cc4)CC3)ccc12
6.0	-7.8	13.4	1.4	11.2	6.3	-2.7	/	Fc1cc(F)cc(-c2noc3ncnc(NCCN4CCCCC4)c23)c1
-12.7	-2.1	-0.8	-11.0	-28.9	-9.1	-4.5	-9.3	Cc1ccc(-n2nc(CO)c(C(=O)NCc3ccncc3)n2)cc1
-0.8	10.7	-8.6	3.5	2.6	0.7	7.1	-5.9	O=C(c1cnc(-c2ccccc2)nc1-c1ccccc1)N1CCN(c2cccc(C(F)(F)F)c2)CC1
-27.9	-26.1	1.0	-6.4	-88.6	-24.7	-25.7	-25.8	O=C(c1cn[nH]c1C1CCCN(Cc2ccnc3ccccc23)C1)N1CCOCC1 (stereo not drawn)
9.9	-0.8	16.4	-5.0	4.5	0.3	0.0	25.5	Cc1ccc(S(=O)(=O)N2CCN(C(=O)CN3CCc4ccccc43)CC2)c(C)c1
-3.7	6.3	14.8	3.1	-5.0	-0.3	0.1	7.2	O=C(CCSc1ccc(Cl)cc1)c1ccc(Cl)cc1
-9.9	-13.7	-4.1	0.3	-7.0	-6.4	0.7	2.5	CC(=O)Nc1cccc(OC(=O)/C=C/c2ccc(Cl)cc2)c1
-0.3	-0.2	2.9	-3.8	-20.2	-1.0	1.2	-12.6	CCCNC(=O)C1(c2ccc(NS(=O)(=O)c3cc(OC)ccc3OC)cc2)CC1
-154.2	-84.6	-98.8	-5.1	i	-184.2	-73.2	-100.1	Cc1ccc(C(=O)NCCn2c(C(F)(F)F)nc3cccnc32)cc1F

# Hits appear at their usual frequency, and some 14% of all compounds hit somewhere here.
